Compound activity deposited in PubChem BioAssay by several laboratories.
PAFAH1B2 inh: PAFAH1B2 (human) inhibition. recombinant PAFAH1B2, FP-rhodamine activity probe, fluorescence polarization. inhibition, % at 3.39 µM. actives 1.2% (n = 340,000). AID 492953;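 active means inhibition above the mean of all tested compounds plus 3 SD, cut at about 24% in these data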;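 further: 0% = enzyme with DMSO and 100% = wells lacking PAFAH1B2; many of its hits are not listed in these tables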
Target sequence (P68402 whole entry, looked up): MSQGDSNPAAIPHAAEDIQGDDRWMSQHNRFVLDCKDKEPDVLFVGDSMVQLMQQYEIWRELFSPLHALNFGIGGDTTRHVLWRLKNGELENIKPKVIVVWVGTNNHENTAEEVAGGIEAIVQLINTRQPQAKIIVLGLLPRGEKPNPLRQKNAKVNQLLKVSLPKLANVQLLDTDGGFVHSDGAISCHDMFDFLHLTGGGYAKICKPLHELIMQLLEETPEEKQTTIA
pPAFAH inh: inhibitors of human plasma PAF acetylhydrolase (pPAFAH); Q13093; recombinant pPAFAH, FP-rhodamine probe fluorescence polarization; inhibition, % at 3.39 µM; actives 1.5% (n = 330,000);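 active means inhibition above the mean inhibition across the screen plus 3 SD, cut at about 25% in these data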;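 further: inhibitors block binding of the rhodamine activity-based probe so polarization drops; 0% = enzyme with DMSO and 100% = wells lacking pPAFAH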
AHR act: human AHR activation. P35869. AHR-responsive luciferase reporter cells, luminescence. activation, % at 5 µM. actives 2.5% (n = 320,000). AID 2796; in the data active means activation above about 47%;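 further: 0% = vehicle wells and 100% = reference agonist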
MCL1 BIM primary: inhibitors of human MCL1 binding to BIM-BH3 peptide; AID 2057; inhibition, % at 10.9 µM; Q07820; GST-MCL1 / FITC-Bim-BH3 fluorescence polarization; actives 0.68% (n = 320,000);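 active means inhibition above the mean inhibition of all tested compounds plus 3 SD, set per campaign, cut at about 40% in these data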;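 further: 0% = DMSO wells and 100% = unlabeled Bim-BH3 peptide control; higher means more loss of mP so more displacement of Bim peptide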
Target sequence (Q07820 whole entry, looked up): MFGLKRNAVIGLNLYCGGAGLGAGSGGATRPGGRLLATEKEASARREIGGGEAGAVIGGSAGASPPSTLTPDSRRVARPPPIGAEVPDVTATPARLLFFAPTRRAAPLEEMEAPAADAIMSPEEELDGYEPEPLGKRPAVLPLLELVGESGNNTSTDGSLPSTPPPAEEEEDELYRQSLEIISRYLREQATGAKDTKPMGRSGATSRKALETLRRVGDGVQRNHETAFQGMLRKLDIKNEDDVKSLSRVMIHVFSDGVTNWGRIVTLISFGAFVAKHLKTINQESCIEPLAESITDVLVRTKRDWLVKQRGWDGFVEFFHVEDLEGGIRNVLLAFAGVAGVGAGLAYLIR
Fam108B inh: blocks mouse Fam108B hydrolase in RBBP9 counter-screen. recombinant Fam108B, FP-Rh probe fluorescence polarization. inhibition, % at 9.51 µM. actives 0.33% (n = 300,000);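 active means inhibition above the screen mean inhibition plus 3 SD, computed separately per campaign, cut at about 18% in these data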;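 further: inhibitors lower polarization as less probe binds the enzyme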
PME-1 inh: PME-1 (human) inhibition; actives 0.53% (n = 320,000); inhibition, % at 5.9 µM; recombinant PME-1, FP-Rh probe fluorescence polarization;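 active means inhibition above the campaign mean of all compounds plus 3 SD, cut at about 26% in these data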;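 further: competitive labeling of PME-1 active site by serine hydrolase directed probe; 0% = PME-1 with DMSO and 100% = wells lacking PME-1 enzyme; inhibitors block probe labeling so polarization falls and inhibition rises; many of its hits are not listed in these tables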
Target sequence (Q9Y570 whole entry, looked up): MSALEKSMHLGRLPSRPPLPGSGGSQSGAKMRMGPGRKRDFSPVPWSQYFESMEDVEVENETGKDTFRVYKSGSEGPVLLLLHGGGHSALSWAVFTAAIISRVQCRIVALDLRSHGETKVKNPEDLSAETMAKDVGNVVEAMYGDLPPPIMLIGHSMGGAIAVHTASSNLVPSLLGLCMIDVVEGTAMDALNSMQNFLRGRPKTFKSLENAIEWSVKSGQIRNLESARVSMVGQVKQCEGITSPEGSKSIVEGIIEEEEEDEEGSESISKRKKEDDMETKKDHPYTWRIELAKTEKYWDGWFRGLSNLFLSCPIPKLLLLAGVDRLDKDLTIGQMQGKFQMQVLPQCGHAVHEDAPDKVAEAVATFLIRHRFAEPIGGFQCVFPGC
GLD-1 TGE inh: GLD-1-TGE RNA interaction inhibition (C. elegans) | inhibition, % at 5.96 µM | purified GLD-1 + fluorescein TGE RNA, fluorescence polarization | actives 0.44% (n = 320,000) | Q17339;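 active means percent inhibition above a per-plate cutoff, the plate mean of test compounds plus 3 SD, cut at about 30% in these data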;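 further: 0% = DMSO wells with GLD-1 and probe and 100% = wells lacking GLD-1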
Bcl-xL primary: Bcl-xL (human) inhibition | Q07817 | GST-Bcl-xL / FITC-Bim BH3 peptide fluorescence polarization | inhibition, % at 10.9 µM | actives 0.7% (n = 320,000);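 active means inhibition above the mean of all tested compounds plus 3 SD, cutoff set per campaign, cut at about 30% in these data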;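 further: 0% = DMSO wells and 100% = unlabeled Bim-BH3 peptide competitor; inhibitors lower millipolarization by displacing the labeled peptide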
MEX-5 binding: C. elegans MEX-5 TCR-2 RNA binding activity | actives 0.38% (n = 300,000) | Q9XUB2 | AID 1832 | MEX-5/FITC-TCR2 RNA binding, fluorescence polarization; stronger effect = lower value | activity score (negative = inhibition of binding), % at 10 µM;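 active means inhibition past about -25% in most replicates, and total fluorescence under double the plate's negative control median, limit read from the data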;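 further: 0% = DMSO and -100% = 5 µM competing unlabeled TCR2 RNA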
An asterisk follows results filed as active; . = no result given. These rows are one share of the data, so the mix of outcomes need not match the whole.

Second line of a record: MEX-5 binding | AHR act | pPAFAH inh | GLD-1 TGE inh | PAFAH1B2 inh | MCL1 BIM primary | Fam108B inh | PME-1 inh | Bcl-xL primary
- CC(=O)n1cc(N(C(=O)CCl)c2ccc([N+](=O)[O-])cc2)c2ccccc21
 : 1.9 | 13 | 2 | 7 | 6 | 5 | 2 | 5 | 3
- COc1ccc(Cc2nnc(SCC(=O)Nc3ccccc3)[nH]c2=O)cc1
 : -0.5 | 2 | 2 | 4 | -5 | 5 | -1 | 2 | 2
- O=C(NCC1CCCO1)c1sc2cc(Cl)ccc2c1Cl (stereo unspecified)
 : -1.9 | 0 | 8 | -3 | -2 | 1 | 3 | 4 | 6
- COCCCNC(=O)Cc1c(C)c2cc3c(cc2oc1=O)OC(C)(C)CC3
 : -0.5 | 1 | 5 | 2 | 0 | 7 | 7 | -5 | 1
- N#Cc1cc(-c2ccc(Cl)cc2)cnc1Sc1ccc(F)cc1
 : -1.6 | 4 | -5 | -1 | 1 | 6 | -10 | -9 | 5
- O=C(COC(=O)c1ccccc1O)Nc1cc([N+](=O)[O-])ccc1Cl
 : -0.5 | 0 | -1 | -5 | 6 | -1 | 4 | -1 | -2
- CS(=O)(=O)N(CC(=O)NC1CCCC1)c1cccc(F)c1
 : 1.8 | 1 | -3 | -1 | 2 | -1 | 4 | -5 | -2
- COc1ccc(C(=O)N[C@H](C(=O)NCCCn2nc(C)cc2C)C(C)C)cc1
 : . | 0 | 2 | 3 | 4 | . | . | . | .
- Cn1cnnc1SCc1ccc(C(=O)O)cc1
 : 1.1 | 1 | 6 | -4 | -1 | -11 | -2 | -1 | 0
- Cc1cc(S(=O)(=O)Nc2ccc(N(C)C)cc2)c(C)s1
 : -2.0 | 39 | 10 | 4 | 1 | 12 | 4 | 1 | 4
- CCN(CC(=O)NC)S(=O)(=O)c1ccc(C)cc1
 : -0.6 | 2 | -4 | 6 | -3 | 2 | -1 | 1 | 0
- Cc1cccc(NC(=O)CCC(=O)OCc2ccc(Br)cc2)c1
 : 0.5 | 1 | -5 | 2 | -2 | -2 | 3 | 0 | 2
- N#C/C(=C\c1cn(Cc2ccccc2C#N)c2ccccc12)C(=O)NCc1cccs1
 : -1.0 | -1 | -3 | 4 | . | 4 | -13 | -3 | 6
- CC(=O)Nc1cccc(/C(C)=N/NC(=O)c2ccc(O)cc2)c1
 : 4.0 | 5 | 3 | -2 | 4 | -4 | 3 | 0 | 3
- CC(C)c1nc2cc(C(=O)NC(c3cccnc3)C(F)(F)F)ccc2o1 (stereo unspecified)
 : -0.8 | 5 | -3 | 1 | 10 | -3 | 1 | -2 | 1
- O=c1[nH]c(CSc2nnc3ccccn23)nc2ccccc12
 : 1.7 | 15 | 4 | -3 | 11 | 8 | 7 | -1 | 8
- COc1cc2c(cc1NC(=S)NC(=O)/C=C/c1ccco1)oc1ccccc12
 : -0.3 | 12 | 5 | -4 | 1 | -8 | -2 | -2 | -1
- COc1ccc(-n2c(COc3ccccc3)n[nH]c2=S)cc1
 : -2.0 | 0 | 1 | -3 | 11 | -8 | 5 | 0 | -17
- CN(C)/C=C/C(=O)c1ccc(OCCN(C)c2ccccn2)cc1
 : 0.0 | 7 | 17 | -5 | -2 | -9 | -4 | -9 | -7
- O=C(Nc1nnc(C2CC2)s1)c1cccnc1Oc1ccc(Cl)cc1
 : -1.2 | 6 | -6 | 4 | 0 | 0 | 0 | -1 | 0
- COC(=O)c1cc(S(=O)(=O)NCC2CCN(Cc3cccc(Cl)c3)CC2)c[nH]1
 : 2.6 | 1 | 1 | -6 | 6 | 4 | -2 | 3 | 7
- Cc1cc(-c2ccccc2)nc(N(C)N)c1S(C)(=O)=O
 : 0.0 | 0 | 1 | 5 | 5 | -7 | 0 | -3 | -4
- Cc1nc(-c2ccc(NC(=O)c3ccccc3)cc2)cs1
 : -1.0 | -7 | 0 | 6 | 8 | -10 | 5 | -1 | 5
- CC1CCN(C(=O)CNC(=O)c2ccc(Br)o2)CC1
 : . | 6 | -3 | 4 | 4 | . | . | . | .
- C/C(CC(=O)Nc1cc(C)ccn1)=N\NC(=O)c1cccc(C)c1O
 : 0.2 | 22 | 24 | -1 | 3 | 11 | 1 | -4 | 5
- COc1ccc(OC)c(C2(O)CSC(=Nc3cccnc3)N2Cc2ccco2)c1 (stereo unspecified)
 : -0.5 | 5 | 4 | 0 | 7 | 3 | 0 | 0 | 2
- CC(=O)Nc1ccc(S(=O)(=O)N(C)Cc2ccccc2)cc1
 : 1.5 | 0 | 5 | 0 | 0 | 9 | 1 | 9 | 2
- O=C(COc1ccc(-c2ccccc2)cc1)N/N=C/c1ccccc1Br
 : -1.8 | 16 | -22 | 6 | -3 | 5 | -16 | -45 | 0
- Cc1ccc(C)c(S(=O)(=O)NCc2ccc(C(=O)N3CCC(Cc4ccccc4)CC3)cc2)c1
 : -0.7 | 0 | 7 | 4 | 3 | 8 | -2 | -2 | 7
- Cc1cc(C(=O)N2CCN(Cc3ccc4c(c3)OCO4)CC2)cs1
 : -2.6 | -1 | 1 | 3 | 8 | 5 | 2 | 4 | 0

A section from the list above:
Second line of a record: MEX-5 binding | AHR act | pPAFAH inh | GLD-1 TGE inh | PAFAH1B2 inh | MCL1 BIM primary | Fam108B inh | PME-1 inh | Bcl-xL primary
- COC(=O)c1cc(S(=O)(=O)NCC2CCN(Cc3cccc(Cl)c3)CC2)c[nH]1
 : 2.6 | 1 | 1 | -6 | 6 | 4 | -2 | 3 | 7
- Cc1cc(-c2ccccc2)nc(N(C)N)c1S(C)(=O)=O
 : 0.0 | 0 | 1 | 5 | 5 | -7 | 0 | -3 | -4
- Cc1nc(-c2ccc(NC(=O)c3ccccc3)cc2)cs1
 : -1.0 | -7 | 0 | 6 | 8 | -10 | 5 | -1 | 5
- CC1CCN(C(=O)CNC(=O)c2ccc(Br)o2)CC1
 : . | 6 | -3 | 4 | 4 | . | . | . | .
- C/C(CC(=O)Nc1cc(C)ccn1)=N\NC(=O)c1cccc(C)c1O
 : 0.2 | 22 | 24 | -1 | 3 | 11 | 1 | -4 | 5
- COc1ccc(OC)c(C2(O)CSC(=Nc3cccnc3)N2Cc2ccco2)c1 (stereo unspecified)
 : -0.5 | 5 | 4 | 0 | 7 | 3 | 0 | 0 | 2
- CC(=O)Nc1ccc(S(=O)(=O)N(C)Cc2ccccc2)cc1
 : 1.5 | 0 | 5 | 0 | 0 | 9 | 1 | 9 | 2
- O=C(COc1ccc(-c2ccccc2)cc1)N/N=C/c1ccccc1Br
 : -1.8 | 16 | -22 | 6 | -3 | 5 | -16 | -45 | 0
- Cc1ccc(C)c(S(=O)(=O)NCc2ccc(C(=O)N3CCC(Cc4ccccc4)CC3)cc2)c1
 : -0.7 | 0 | 7 | 4 | 3 | 8 | -2 | -2 | 7
- Cc1cc(C(=O)N2CCN(Cc3ccc4c(c3)OCO4)CC2)cs1
 : -2.6 | -1 | 1 | 3 | 8 | 5 | 2 | 4 | 0

Next entries:
Second line of a record: MEX-5 binding | AHR act | pPAFAH inh | GLD-1 TGE inh | PAFAH1B2 inh | MCL1 BIM primary | Fam108B inh | PME-1 inh | Bcl-xL primary
- Cc1ccc(/C=N/NC(=O)c2cccc3ccccc23)o1
 : 0.9 | 8 | 3 | 1 | 2 | 6 | -3 | -5 | 2
- CC1(c2ccccc2)NC(=O)N(NC(=O)CSc2n[nH]c(N)n2)C1=O (stereo unspecified)
 : -2.3 | 1 | 1 | 5 | -1 | 10 | -1 | 4 | 6
- COc1cc2c(cc1OC)C(C(=O)Nc1ccccc1N1CCN(C)CC1)C1c3ccccc3CCN1C2=O (stereo unspecified)
 : 2.2 | 0 | 2 | -5 | -4 | 1 | 2 | 3 | 4
- CCOC(=O)c1csc(N/N=C2\CCc3ccccc32)n1
 : 0.1 | 16 | 16 | -1 | 2 | 7 | 5 | 16 | 3
- COc1ccc(/C=N/NC(=O)CCCCCNC(=O)c2ccccc2)cc1
 : 2.1 | 3 | 6 | 3 | 0 | 6 | -1 | 0 | 5
- COc1ccc(-c2csc(NC(C)=O)n2)cc1OC
 : 2.7 | 3 | 5 | 1 | 7 | 6 | 3 | -1 | -1
- Cc1cccc(C(=O)N/C(=C\c2ccco2)C(=O)N2CCCCCC2)c1
 : 1.6 | -1 | 0 | 0 | -2 | 18 | 2 | -2 | 15
- COc1ccc(C2(C(=O)Nc3c(C)n(C)n(-c4ccccc4)c3=O)CCCC2)cc1OC
 : -0.9 | 0 | 8 | -5 | 4 | -2 | 2 | 4 | 6
- O=S(=O)(c1ccc2c(c1)CCN2)N1CCOCC1
 : . | 0 | 1 | 4 | 6 | 1 | . | 3 | 1
- CC(=O)Nc1ccc2nc(NC(=O)COc3cccc(C)c3)sc2c1
 : 1.5 | 33 | 6 | -1 | 1 | 2 | -4 | -10 | 4
- COc1cc2c(cc1OC)C1=NC(=O)CN1C(SCc1ccccc1)=N2
 : . | 9 | 4 | 2 | 6 | 17 | -3 | 0 | 15
- Cc1cc([N+](=O)[O-])cnc1N1CCOCC1
 : 1.2 | 2 | 0 | -5 | 0 | -8 | -3 | 5 | 3
- C[C@H](CO)N1C[C@H](C)[C@@H](CN(C)S(=O)(=O)c2ccc(F)cc2)Oc2ccc(NS(=O)(=O)c3ccccc3)cc2C1=O
 : . | -1 | 9 | 3 | 12 | . | . | . | .
- O=C1CCc2cc(S(=O)(=O)N3CCN(C(=O)c4ccco4)CC3)ccc2N1
 : -1.4 | -3 | -2 | 4 | -3 | 3 | -1 | 1 | 4
- O=C(Nc1nnc(SCC(=O)N2CCCCC2)s1)c1c(F)cccc1F
 : 0.1 | 1 | -4 | 0 | -1 | -1 | 3 | 3 | -1
- Cc1cc(C)c2c(n1)sc1c(N3CCN(CCO)CC3)ncnc12
 : -0.6 | 10 | 1 | 1 | 1 | 4 | 1 | 3 | 7
- O=C1CC(NS(=O)(=O)c2cccs2)CN1c1ccc(Cl)cc1 (stereo unspecified)
 : -1.2 | -4 | 8 | 0 | -2 | -1 | -1 | 5 | 2
- O=C(O)/C=C/c1ccc(OCCCF)cc1
 : -0.5 | 1 | 2 | -4 | -1 | -1 | -3 | -4 | 4
- CC(NC(=O)COc1ccc(Oc2ccccc2)cc1)C(=O)O (stereo unspecified)
 : -0.2 | 1 | 0 | 1 | 7 | 0 | -3 | 0 | 6
- Cc1n[nH]c(C)c1C(=O)CC1(O)C(=O)N(CCc2ccccc2)c2ccc(Cl)cc21 (stereo unspecified)
 : -2.7 | 12 | -4 | -14 | 7 | -8 | -5 | 4 | -8
- COc1ccc(NC(=O)C(=O)Nc2cccc3cccnc23)c(OC)c1
 : 2.6 | -1 | 1 | 1 | -2 | 2 | -5 | -6 | 1
- CC(OC(=O)c1ccc2c(=O)n3c(nc2c1)CCCCC3)C(=O)Nc1ncc(Cl)cc1Cl (stereo unspecified)
 : -1.4 | 2 | 6 | -4 | 7 | -20 | 2 | -3 | -2
- O=C(c1ccc(F)cc1F)C1CCN(c2ccc([N+](=O)[O-])cn2)CC1
 : 0.3 | -2 | -3 | 2 | . | 5 | 3 | -4 | 5
- C/C(=N\O)C(C)(C)Nc1ccccc1F
 : 3.4 | 0 | 0 | 10 | 7 | 7 | -4 | 2 | 7
- CCCCOc1ccc(C2(C(=O)O)CCCC2)cc1
 : 0.8 | 0 | 4 | 0 | -2 | 9 | 1 | -1 | 9
